Bioassay records (PubChem)
APOBEC3A inh: APOBEC3A ssDNA deaminase inhibitors, primary screen, selectivity assay for APOBEC3G inhibitor project, biochemical, FAM/TAMRA oligo cleavage fluorescence; DNA dC->dU-editing enzyme APOBEC-3A (Homo sapiens), P31941; recombinant A3A, FAM/TAMRA ssDNA deamination fluorescence; inhibition, % at 20 µM; actives 0.41% (n = 330,000); AID 493011, 2011;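 active = at least 40% inhibition at 20 µM here, with at most 30% in a related deaminase screen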;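 also: plate controls were A3A with DMSO for no effect and wells lacking A3A enzyme for full effect; some results filed as inactive read as strong as hits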
Target sequence (P31941 whole entry, looked up): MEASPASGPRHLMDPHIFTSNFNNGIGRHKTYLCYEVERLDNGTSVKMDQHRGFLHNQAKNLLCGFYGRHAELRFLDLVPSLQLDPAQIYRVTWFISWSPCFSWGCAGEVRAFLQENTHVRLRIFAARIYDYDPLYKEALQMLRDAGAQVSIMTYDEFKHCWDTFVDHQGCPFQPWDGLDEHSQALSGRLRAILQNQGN
MPTP inh: mitochondrial permeability transition pore inhibitors, primary screen, biochemical, isolated mouse mitochondria, absorbance; inhibition, % at 10 µM; Ca2+ swelling absorbance, 30 min; actives 1.4% (n = 360,000);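 active = inhibition of 50% or more, scaled per plate between neutral and stimulator controls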;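 also: 0% = DMSO wells given calcium and 100% = 1 mM EGTA wells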
hIAP act: human IAP activators, primary screen, biochemical, luminescence, uHTS | Intestinal-type alkaline phosphatase (Homo sapiens), P09923 | actives 0.16% (n = 330,000) | purified human IAP, CDP-Star luminescence, 30 min; hits give high values; 1 = vehicle-only enzyme, 0 = enzyme-free background | activation factor at 10 µM;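 active = activation factor of the enzyme at least 2-fold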; also: the source names both 10 and 20 µM as test concentration; values of inactives mirror those of a sister screen read the other way
ATG4B inh: ATG4B protease inhibitors, primary screen, biochemical, fluorescence, uHTS; ATG4B cleavage of LC3-PLA2, NBD-HPC fluorescence, 1 h; inhibition, % at 8.33 µM; actives 0.51% (n = 340,000); AID 504462, 2011; in the data active = inhibition above about 40%
Target sequence (Q9Y4P1 whole entry, looked up): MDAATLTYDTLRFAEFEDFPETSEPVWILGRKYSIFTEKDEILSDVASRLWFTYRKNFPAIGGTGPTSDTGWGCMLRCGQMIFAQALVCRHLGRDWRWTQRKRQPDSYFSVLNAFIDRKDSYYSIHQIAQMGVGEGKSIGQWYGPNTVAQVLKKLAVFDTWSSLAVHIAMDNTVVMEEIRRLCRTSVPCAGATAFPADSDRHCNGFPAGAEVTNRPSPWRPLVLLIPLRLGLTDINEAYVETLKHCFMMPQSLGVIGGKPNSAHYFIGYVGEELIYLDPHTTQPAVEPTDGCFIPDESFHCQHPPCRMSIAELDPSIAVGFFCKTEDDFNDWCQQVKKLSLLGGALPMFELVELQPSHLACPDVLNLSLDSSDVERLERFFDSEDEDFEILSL
hIAP inh: human IAP inhibitors, primary screen, biochemical, luminescence, uHTS; Intestinal-type alkaline phosphatase (Homo sapiens), P09923; purified IAP, CDP-Star luminescence, 30 min; inhibition, % at 10 µM; actives 0.12% (n = 330,000); AID 2544, 2010;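 active = inhibition reaching a set limit with compound at 10 µM in the primary screen, cut at about 35% in these data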;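 also: plate controls were DMSO wells with enzyme for no effect and no-enzyme buffer wells for full effect; values of inactives mirror those of a sister screen read the other way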
MIN6 prolif: inducers of MIN6 beta-cell proliferation, primary screen, ATP luminescence, uHTS; MIN6 cells proliferation, ATPlite luminescence, 48 h; cells starved in 0.2% serum; 100% = growth in 10% serum; proliferation, % at 10 µM; actives 0.29% (n = 330,000); AID 2380, 2010;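 active = compounds whose signal lies at least 3.5 SD above the mean of all wells on their plate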;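 also: 0% = DMSO-treated cells in low-serum medium and 100% = 10% serum control; some compounds called inactive have numbers as strong as hits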
mIAP act: activators of mouse IAP, primary screen, biochemical, luminescence, uHTS; intestinal alkaline phosphatase [Mus musculus]; muIAP, CDP-Star luminescence, 30 min; hits give high values; 1 = vehicle-only enzyme signal, 0 = enzyme-free wells; activation factor at 10 µM; actives 0.24% (n = 330,000);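 active = activation factor of at least 2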; also: the source names both 10 and 20 µM as test concentration; values of inactives mirror those of a sister screen read the other way
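Assay system: mouse IAP enzyme; reagent: chemiluminescent substrate CDP-Star; dosing: test compounds delivered from DMSO solution; schedule: 30 min at room temperature; measured by: luminescence from enzymatic CDP-Star hydrolysis; controls: DMSO-only wells and no-enzyme negative control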
A3G deaminase: APOBEC3G DNA deaminase inhibitors, primary screen, biochemical, fluorescence, single-stranded DNA substrate, uHTS. actives 0.28% (n = 330,000). inhibition, % at 20 µM. recombinant A3G, ssDNA deamination FAM/TAMRA fluorescence. DNA dC->dU-editing enzyme APOBEC-3G (Homo sapiens), Q9HC16;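 active = inhibition of at least 40% at 20 µM, with no more than 30% in the related APOBEC3A deaminase screen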;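 also: plate controls were DMSO wells with A3G for no effect and wells lacking A3G enzyme for full effect; some compounds called inactive have numbers as strong as hits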
Target sequence (Q9HC16 whole entry, looked up): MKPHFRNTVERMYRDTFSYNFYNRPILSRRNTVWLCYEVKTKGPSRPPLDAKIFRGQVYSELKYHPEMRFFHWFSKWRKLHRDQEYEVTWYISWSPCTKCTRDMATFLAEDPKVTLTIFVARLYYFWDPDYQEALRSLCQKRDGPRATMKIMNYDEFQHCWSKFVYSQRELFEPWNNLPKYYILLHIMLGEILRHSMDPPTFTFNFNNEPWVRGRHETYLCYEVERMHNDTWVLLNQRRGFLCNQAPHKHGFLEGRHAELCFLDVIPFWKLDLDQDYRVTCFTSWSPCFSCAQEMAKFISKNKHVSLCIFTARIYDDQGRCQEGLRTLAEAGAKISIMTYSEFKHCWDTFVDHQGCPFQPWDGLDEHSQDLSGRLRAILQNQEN
mIAP block: inhibitors of mouse IAP, primary screen, biochemical, luminescence, uHTS | intestinal alkaline phosphatase [Mus musculus] | purified mouse IAP, CDP-Star luminescence, 30 min | inhibition, % at 10 µM | actives 0.2% (n = 330,000) | AID 2806, 2010;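 active = inhibition of at least 40% at 10 µM in the primary screen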;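 also: plate controls were DMSO with enzyme for no effect and no enzyme wells for full effect; values of inactives mirror those of a sister screen read the other way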
* marks the source's active call; other numbers are inactive results.

SMILES	APOBEC3A inh	MPTP inh	hIAP act	ATG4B inh	hIAP inh	MIN6 prolif	mIAP act	A3G deaminase	mIAP block
COC(C[C@H](O)[C@@H](C)[C@@H](O)COCc1ccccc1)OC	-5	-1.9	1.1	17	-8	-5	1	-15	-1
Cc1cc(N2C(=O)C(O)=C(C(=O)c3ccco3)C2c2ccc(Cl)cc2)no1 (stereo not drawn)	-4	1.8	1	-11	-4	-1	1	-6	0
CCOC(=O)C1CCN(S(=O)(=O)c2c(C)n[nH]c2C)CC1	-4	-2.9	0.8	-3	20	2	1	-7	-4
CC(C)c1ccc(N(CC(=O)NC(C)(C)C)C(=O)CCC(=O)Nc2nccs2)cc1	-3	-0.5	0.94	-6	6	-1	1.1	-5	-9
COc1ccc(N2CCN(c3ccc(N)cc3C#N)CC2)cc1	-5	0.2	0.94	4	6	1	0.99	-4	1
O=C(Cn1c(=O)oc2cc(S(=O)(=O)N3CCc4ccccc43)ccc21)NC1CCCC1	6	-0.2	1.2	-9	-17	0	1	-1	-2
CC(C)(C)c1ccc(OCC(=O)N/N=C/c2ccsc2)cc1	-4	6.0	0.96	4	4	-3	1.1	-7	-9
COC(=O)CN1C(=O)Nc2ccc(Br)cc2C1c1ccccc1Cl (stereo not drawn)	-2	0.8	1	-7	-1	2	0.89	-3	11
O=C(NN=C1CCCC1)c1cccc(Br)c1	-2	0.4	1.2	4	-19	-4	0.94	-1	6
CCC(O)(c1ccc(OC)cc1)C(CN1CCOCC1)c1ccccc1 (stereo not drawn)	0	-0.6	1	0	-1	-2	1	-3	-2
CC(C)CC(OC(=O)c1ccco1)C(=O)NC1CCCC1 (stereo not drawn)	-4	-2.4	1	2	-2	-1	1	-8	-5
CCCCn1c(N)c(N(CC(C)C)C(=O)c2ccncc2)c(=O)[nH]c1=O	-2	-0.5	1.2	-4	-19	3	0.97	-6	3
Cc1ccc(-c2[nH]c3ccccc3c2C(C[N+](=O)[O-])c2ccco2)cc1 (stereo not drawn)	-1	0.2	0.96	7	4	-7	0.98	-7	2
O=C(CSCc1ccccc1)N/N=C/c1cc2c(cc1Br)OCO2	0	12	0.87	-7	13	0	0.95	-6	5
Cc1ccc(C)c(NC(=O)CCN2CC(C)OC(C)C2)c1 (stereo not drawn)	1	-4.4	0.95	-6	5	-2	1	-3	-5
COc1cc(C(C(=O)NC2CCCC2)N(Cc2ccccc2)C(=O)c2snc(C(N)=O)c2N)ccc1O (stereo not drawn)	-3	0.4	0.94	7	6	1	1	-8	0
COc1ccccc1CNC(=O)COC(=O)c1ccccc1SCC(=O)N1CCCC1	2	0.7	1.1	1	-5	3	0.97	-10	3
Cc1nn(-c2ccccc2)c(C)c1/C=N/NC(=O)c1cnccn1	-5	2.1	1.1	-6	-12	-1	1.2	-7	-19
OCCCCNCc1ccc(OCc2ccc(Cl)cc2Cl)cc1	-3	1.2	0.9	0	10	-4	0.9	-3	10
O=C(CC1Oc2ccccc2NC1=O)NCCCN1CCCC1=O (stereo not drawn)	0	0.3	0.88	1	12	-1	0.9	-5	10
CC(=O)c1c(C)[nH]c(C(=O)NCCc2ccc(Cl)cc2)c1C	-1	1.2	1	-10	-2	-1	1.1	-4	-7
CCCN(CC(=O)Nc1ccccc1C)C(=O)c1ccc2c(c1)S(=O)(=O)N=C1CCCCCN12	-5	-0.4	0.94	5	6	2	0.94	-7	6
Cc1nn2c(-c3ccncc3)ccnc2c1Cl	-1	-1.1	0.94	-3	6	-1	1.1	-1	-8
CCCn1nnnc1NC(=O)c1ccc(C)cc1Cl	-3	-1.9	0.67	3	33	-1	0.96	-9	4
Nc1ccc(N2CCOCC2)c(S(=O)(=O)Nc2ccccc2Cl)c1	-1	-1.4	1.2	-9	-16	-1	1	-6	-3
Cc1ccccc1NC1=C(Cl)C(=O)OC1OC(C)C (stereo not drawn)	-6	0.0	1.1	-6	-13	-2	1	-9	-3
ON=Cc1cccn1-c1ccccc1	-4	-1.0	0.93	3	7	0	1.1	-11	-7
c1ccc(C2OCC3(CO2)COC(c2ccccc2)OC3)cc1 (stereo not drawn)	-5	-0.2	1	4	-4	0	0.94	-8	6
OCC1(CCc2ccccc2)CCCN(CCCc2ccccc2)C1 (stereo not drawn)	-4	0.8	0.88	1	12	-4	0.95	-7	5
COc1ccc(C(CNC(=O)c2cccc(S(=O)(=O)N3CCCC3)c2)N2CCCC2)cc1 (stereo not drawn)	-2	-0.7	0.92	-4	8	-1	0.94	-6	6
CC(=O)NC(Cc1ccc(F)cc1)C(=O)N1CCN(C(=O)NCc2ccccc2)CC1 (stereo not drawn)	-1	1.3	1.1	2	-6	-1	1.1	-7	-11
Clc1ncc(Cn2cccn2)s1	-1	0.6	0.93	6	7	0	0.91	-9	10
COc1ccc(-c2cc(C)no2)cc1S(=O)(=O)N1CCOc2ccccc21	1	1.6	1.2	-3	-21	0	0.93	-2	7
Cc1cc(=O)[nH]c(Nc2ccccc2C)n1	-5	-1.1	1.1	2	-7	1	0.86	-8	14
COCCNC(=O)c1ccccc1NC(=O)c1cc(OC)cc(OC)c1	2	-0.2	0.87	-10	13	4	0.94	-2	6
Cc1nc(Cl)sc1C(=O)Nc1cccc2ccccc12	-5	2.1	0.94	2	6	-2	1	-6	-2
CNC(=O)COC(=O)Cc1ccc(Cl)cc1	1	5.8	0.99	14	1	-1	1	-4	-1
COc1ccc(OC)c(NC(=O)Cn2c(=O)n(CC(=O)NCc3ccco3)c(=O)c3ccccc32)c1	-7	-1.2	0.99	-6	1	-1	1.1	-9	-6
CCOC(=O)C1=C(c2ccccc2)NC(=O)NC1c1cc(OC)c(OC)c(OC)c1 (stereo not drawn)	-3	-1.9	1	-9	-2	2	1.1	-9	-6
CCOCCCN(C(=O)CNC(=O)c1ccco1)C(C(=O)NC1CCCC1)c1cccc(OC)c1 (stereo not drawn)	-6	0.5	0.99	0	1	4	0.99	-14	1
COc1ccc(C)cc1S(=O)(=O)NCC(c1ccc2c(c1)OCO2)N1CCOCC1 (stereo not drawn)	-2	2.4	0.94	4	6	-2	0.97	-10	3
N#Cc1c(-c2ccc(F)cc2)cc(-c2cccs2)nc1SCC(=O)O	3	1.7	1.1	12	-7	-3	1	0	-4
CC(C(=O)NC1CC(C)(C)NC(C)(C)C1)c1ccc([N+](=O)[O-])cc1 (stereo not drawn)	-2	1.4	0.71	1	28	-2	0.94	-4	6
CCOc1ccccc1NC(=O)CSc1nc(=O)n(Cc2ccccn2)c2c1CCC2	-3	-2.2	0.79	-9	21	1	0.99	-7	1
CCOc1ccccc1NC(=O)Nc1ccc(Br)cc1C	-2	-0.1	1.2	2	-22	0	1.3	-3	-33
COc1ccc(NC(=O)CC2SC(=N)N(c3ccccc3)C2=O)c(OC)c1 (stereo not drawn)	1	-0.5	1	-7	-1	3	1	-7	-2
COc1ccc(NC(=O)Cc2c(F)c(F)c(F)c(F)c2F)cc1OC	9	0.2	1.1	6	-12	1	1	5	-3
CCCCCNC(=O)c1ccccc1SC	-1	0.2	0.93	-1	7	-2	0.99	-2	1
Cc1nc(N(C)Cc2ccccc2)c2c(C)c(C)sc2n1	-2	0.0	0.88	30	12	0	0.95	-3	5
O=C(O)C(=O)/C(=C\c1ccsc1)c1ccc2ccccc2n1	-7	0.7	0.92	-5	8	2	0.92	-14	8
Cc1ccc(OCCC(=O)OCC(=O)NCCc2ccc(Cl)cc2)cc1	-2	2.3	1	-8	-2	4	1.1	-11	-7
COc1ccc(-c2nnc(-c3cc(OC)c(OC)c(OC)c3)o2)cc1OC	-1	-0.1	1.1	-5	-9	3	0.98	4	2
O=C(CCS(=O)(=O)c1ccccc1)N(CCCN1CCOCC1)c1nc2ccccc2s1	-1	-2.6	1.1	-15	-8	-7	0.98	3	2
Cc1ccc(NC(=O)CNCc2ccc(Cl)cc2Cl)cc1S(=O)(=O)N(C)C	-2	-0.3	1.1	-10	-7	-1	0.97	-5	3
Cc1cc(NC(=O)c2cc(-c3ccc(C)c(C)c3)nc3ccccc23)no1	-2	1.1	1.1	-6	-9	0	0.96	-5	4
CNc1nc(N)c(C(=O)Nc2cc(C)on2)s1	0	-1.2	1.3	7	-28	-2	0.99	-5	1
CCN(Cc1ccccc1)C(=O)COC(=O)c1cc(=O)[nH]c2ccccc12	-3	-0.2	1	-8	-2	1	1	-9	-4
COc1ccc(Cc2nc3ccc(S(=O)(=O)N4CCOCC4)cc3[nH]2)cc1	-2	-1.0	0.91	1	9	-2	1	-5	-1
c1ccc(Oc2ncnc3sccc23)cc1	-1	0.5	1.2	2	-16	-1	1	-10	-3
CCCCC(=O)Nc1nnc(-c2ccc(OC)cc2)s1	-5	1.8	0.81	1	19	-2	0.92	-6	8

Reformatted comma-delimited: part of the list above.
Molecule,APOBEC3A inh,MPTP inh,hIAP act,ATG4B inh,hIAP inh,MIN6 prolif,mIAP act,A3G deaminase,mIAP block
CCOc1ccccc1NC(=O)CSc1nc(=O)n(Cc2ccccn2)c2c1CCC2,-3,-2.2,0.79,-9,21,1,0.99,-7,1
CCOc1ccccc1NC(=O)Nc1ccc(Br)cc1C,-2,-0.1,1.2,2,-22,0,1.3,-3,-33
COc1ccc(NC(=O)CC2SC(=N)N(c3ccccc3)C2=O)c(OC)c1 (stereo not drawn),1,-0.5,1,-7,-1,3,1,-7,-2

More records
SMILES	APOBEC3A inh	MPTP inh	hIAP act	ATG4B inh	hIAP inh	MIN6 prolif	mIAP act	A3G deaminase	mIAP block
CCOc1cc(C(=O)NCC2CCCO2)cc(OCC)c1OCC (stereo not drawn)	1	0.4	0.89	10	11	2	0.98	-7	2
CCCCNc1ccc(C(CC(N)=O)NC(=O)c2ccccc2)cc1[N+](=O)[O-] (stereo not drawn)	-1	-1.7	0.9	-11	10	-1	0.89	-3	11
Cc1ccc(C23OCCN2CCn2nc4ccccc4c23)cc1 (stereo not drawn)	-4	-0.9	0.95	0	5	2	0.97	-4	3
CC(C)OCCCNc1ncc2c(n1)CC(c1ccc(N(C)C)cc1)CC2=O (stereo not drawn)	-5	2.1	1.3	-4	-25	-3	1	1	-1
O=C(C1CCCN(S(=O)(=O)c2cc(Cl)ccc2Cl)C1)N1CCCCCC1 (stereo not drawn)	4	1.9	1.1	-2	-5	0	0.99	-4	1
OC1(c2ccc(F)cc2)CCN(Cc2ccccc2)C1 (stereo not drawn)	1	-0.8	0.92	7	8	-2	1.1	-2	-6
COc1ccc(C(=O)c2sc(NC(C)C)nc2N)cc1OC	11	5.7	0.98	12	2	-1	0.94	2	6
Cc1nn2c(=O)c(NC(=O)c3ccc(F)cc3)cnc2s1	-3	-1.1	1.3	5	-26	-1	1.1	-6	-7
COC(=O)N1CCN(c2ccc(OC)cc2)CC1	-3	-1.6	1	6	-2	-2	0.99	-5	1
